# Screens: PubChem BioAssay, several laboratories
# Rin1 Abl inh: inhibitors of human Rin1-Abl protein interaction. 360,000 compounds, 0.4% hits. inhibition, % at 7.35 µM. TR-FRET Rin1/Abl binding, biochemical. AID 588664; in the data active = inhibition above about 5%, passing the limit was not always enough
# LMPTP inh: LMPTP (human) inhibition; P24666; recombinant LMPTP-A, OMFP fluorogenic substrate, fluorescence intensity; inhibition, % at 20 µM; 360,000 compounds, 0.22% hits;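 active = compounds that cut the enzyme signal by at least half of the control window in the single-dose screen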;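 also: plate controls were DMSO wells with enzyme plus substrate for no effect and substrate without enzyme for full effect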
# Target sequence (P24666 whole entry, looked up): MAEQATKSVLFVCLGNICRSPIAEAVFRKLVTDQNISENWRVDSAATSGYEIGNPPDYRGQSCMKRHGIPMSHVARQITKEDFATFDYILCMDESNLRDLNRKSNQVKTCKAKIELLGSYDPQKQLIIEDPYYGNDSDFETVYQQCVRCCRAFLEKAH
#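 Test system – LMPTP-A phosphatase enzyme · Quantity – 0.625 nM LMPTP-A final · Reagent – OMFP substrate, 400 µM final · Dosing – one test concentration per compound, 20 µM, with 3% DMSO overall · Timing – 50 min enzyme reaction at room temperature, protected from light · Detection – fluorescence intensity · Controls – substrate-only low control, DMSO enzyme-plus-substrate high control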
# Rpn11 block: Rpn11 (human) deubiquitinase inhibition; O00487; human 26S proteasome, Ub4-pepOG fluorescence polarization; 20S core pre-blocked with epoxomicin; calls only at 20 µM; 360,000 compounds, 0.59% hits; AID 588493;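 active = inhibition at 20 µM, scaled to each plate's controls, above about 33%, limit read from the data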
# Scp-1 inhibitor: inhibitors of human Scp-1 phosphatase. Q9GZU7. Recombinant Scp1, phosphopeptide, malachite green phosphate absorbance. inhibition, % at 20 µM. 340,000 compounds, 0.88% hits. AID 493091;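 active = inhibition above about 50% at 20 µM, limit read from the data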;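 also: plate controls were DMSO wells with enzyme for no effect and wells lacking enzyme for full effect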
#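 Test system: SCP-1 catalytic domain; Buffer or medium: Acidic Tris acetate buffer with magnesium and detergent; Also added: Phosphorylated 17-residue peptide substrate; Compound: single 20 µM dose, 1% DMSO; Schedule: enzyme reaction 45 min at room temperature, colour 5 min, stabilisation 30 min; Signal: Phosphate-binding colour reagent, absorbance read at 630 nm.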
# NadD block: inhibitors of Staphylococcus aureus NadD; purified NadD enzyme, colorimetric absorbance read-out; inhibition, % at 20 µM; 360,000 compounds, 0.78% hits; in the data active = inhibition above about 26%; also: some compounds past the cut are filed as inactive
# CSN deneddyl inh: inhibitors of human CSN-mediated cullin deneddylation. Q92905. AID 651999. Purified CSN, SCF-Nedd8-OG deneddylation, fluorescence polarization. inhibition, % at 12.5 µM. 360,000 compounds, 0.38% hits;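 active = pattern-corrected inhibition above about 35%, with an unprinted fluorescence ratio check between 0.5 and 1.5, limit read from the data, passing the limit was not always enough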;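 also: 0% = enzyme with substrate and 100% = substrate without enzyme; some results filed as inactive read as strong as hits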
#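 Assay system: purified human Csn5 enzyme expressed in HEK293T cells; Input: 0.24 nM Csn5 enzyme, final concentration; Reagent: 10 nM SCFSkp2-Nedd8OG; Compound dosing: 12.5 µM single point; Times: reaction 90 min, room temperature; Technique: fluorescence polarization readout.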
# STEP inh: STEP (human) phosphatase inhibition; P54829; recombinant STEP, OMFP fluorogenic substrate, fluorescence; inhibition, % at 20 µM; 360,000 compounds, 0.25% hits; AID 588621;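 active = inhibition at 20 µM, scaled per plate between control wells, above about 37%, limit read from the data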;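 also: 0% = DMSO with enzyme and substrate and 100% = substrate only without enzyme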
# Target sequence (P54829 whole entry, looked up): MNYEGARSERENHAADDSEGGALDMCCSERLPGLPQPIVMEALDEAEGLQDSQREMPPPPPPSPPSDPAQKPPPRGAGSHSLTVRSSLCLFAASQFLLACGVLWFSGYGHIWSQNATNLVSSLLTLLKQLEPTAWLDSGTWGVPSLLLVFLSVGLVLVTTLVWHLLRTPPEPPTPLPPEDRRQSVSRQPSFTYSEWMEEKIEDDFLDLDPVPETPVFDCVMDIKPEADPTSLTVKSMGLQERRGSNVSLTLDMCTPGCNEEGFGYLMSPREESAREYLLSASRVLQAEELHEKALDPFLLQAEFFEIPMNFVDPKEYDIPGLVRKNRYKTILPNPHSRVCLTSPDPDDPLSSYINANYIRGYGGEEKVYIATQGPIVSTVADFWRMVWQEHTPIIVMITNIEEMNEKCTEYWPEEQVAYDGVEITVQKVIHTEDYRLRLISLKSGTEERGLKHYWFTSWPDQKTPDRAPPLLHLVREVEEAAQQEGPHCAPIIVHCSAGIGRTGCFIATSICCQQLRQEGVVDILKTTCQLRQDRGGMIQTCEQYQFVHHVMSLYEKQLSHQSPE
#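 System: STEP phosphatase, cell-free reaction; Buffer or medium: Bis-Tris pH 6.0 buffer with DTT, detergent; Incubation: 20 min at room temperature, dark; Measured by: fluorescence, 480/540 nm.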
# SUMO1 PPI mod: SUMO1-SIM interaction modulation; SUMO1 binding to a labelled peptide, TR-FRET, 1 h; inhibition, % at 20 µM; AID 602429; 360,000 compounds, 0.33% hits; P63165; in the data active = inhibition above about 37%
# Target sequence (P63165 whole entry, looked up): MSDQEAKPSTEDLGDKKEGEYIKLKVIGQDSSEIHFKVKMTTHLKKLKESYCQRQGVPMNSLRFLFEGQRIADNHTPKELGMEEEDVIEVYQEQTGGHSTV
# Neddyl block: cullin neddylation inhibition; AID 651699; 360,000 compounds, 0.58% hits; P61081+Q13564; calls only at 25 µM; TR-FRET cullin neddylation, biochemical; in the data active = inhibition above about 36%
# DNMT1 inh: DNMT1 (human) enzyme inhibition; 360,000 compounds, 0.83% hits; inhibition (reported as % activation of signal), % at 10 µM; P26358; DNMT1 molecular beacon, Hinp1I cleavage, fluorescence; in the data active = inhibition above about 50%
# * marks the source's active call; other numbers are inactive results; i = inactive; . = no result given; + = active, no number.
SMILES,Rin1 Abl inh,LMPTP inh,Rpn11 block,Scp-1 inhibitor,NadD block,CSN deneddyl inh,STEP inh,SUMO1 PPI mod,Neddyl block,DNMT1 inh
Cc1cc(C)c(S(=O)(=O)Nn2cnnc2)c(C)c1,5,0.2,i,-1,-8,2,-4,1,i,1
Fc1ccccc1-n1[nH]nnc1=S,-5,0.0,i,-6,0,0,4,-2,i,-1
COc1ccc([C@H]2C[C@@H](O)[C@H](n3cc(COC(=O)c4ccccc4)nn3)CN2CC2CCCCC2)cc1,2,3.8,i,.,1,4,-2,-1,i,-19
COc1ccc2ccccc2c1CNC(=O)CC1C(=O)NCCN1CC(C)C (stereo not drawn),-2,0.4,i,-10,12,5,-3,-7,i,-8
N=c1ccn2c(n1)OC1C(O)C(CO)OC12 (stereo not drawn),-5,-0.8,i,-4,0,-3,-1,5,i,-1
COc1ccc(N2C(=O)C3CCCN3C2c2ccccc2)cc1Cl (stereo not drawn),3,-1.9,i,-2,3,-2,-1,1,i,-4
O=C(CSc1ccccc1)NNC(=O)c1ccccc1O,-1,-0.4,i,-10,6,6,-1,2,i,-1
CCCCn1c(=O)nc2n(-c3ccccc3C)c3ccccc3cc-2c1=O,-3,-0.1,i,-8,3,-2,-3,-23,.,3
COc1cccc(C(=O)Nc2cccc(-c3nnc(-c4ccccc4)o3)c2)c1,0,3.9,i,-18,-12,1,0,4,i,-7
Cc1cc([N+](=O)[O-])nn1CC(=O)Nc1ccccn1,2,-0.5,i,-9,11,0,0,-5,i,-5
COc1ccc(C=C2Cc3ccccc3C2=O)cc1,-2,-0.3,i,.,-11,-6,2,-27,i,3
CCc1nnc(NC(=O)Cn2nc(-c3ccccc3OC)ccc2=O)s1,2,-1.0,i,-1,-5,-6,-3,4,i,10
Fc1cccc(Nc2nc(Cl)nc(Cl)n2)c1,0,-0.8,i,-9,-4,-6,0,-6,i,0
CN(C)CCNC(=O)C(=O)NCC1OCCN1S(=O)(=O)c1cc(F)ccc1F (stereo not drawn),0,-7.9,i,-5,-1,-1,-3,-55,i,-4
CCc1ccc(CNC(=O)C2CCN(c3nnc(C)c4c(C)n(-c5ccc(C)cc5)nc34)CC2)cc1,-2,19,i,15,2,9,4,-9,i,29
CC1=C(C)C(=O)C(N2CCOCC2)=CC1=O,1,-0.8,i,-2,11,2,0,3,i,-11
CCCCN(C)C1CCN(C(=S)Nc2cccc(SC)c2)CC1,-2,-2.5,i,-10,-5,-2,0,-3,i,-1
CC(Sc1ccc([N+](=O)[O-])cn1)C(=O)Nc1nccs1 (stereo not drawn),-2,1.5,i,-4,3,1,1,-33,i,0
CCOC(=O)CNC(=O)C1CCCN(c2ncccn2)C1 (stereo not drawn),-2,-2.5,i,10,-1,1,-2,2,i,0
CCOC(=O)N1CCC(NC(=O)c2ccc3c(c2)N(Cc2ccc(C)cc2)CCS3)CC1,-2,6.0,i,-11,6,6,4,-10,i,-4
N#Cc1nc(-c2ccc(Cl)cc2)oc1N1CCCCC1,-2,2.6,i,-11,-4,3,4,-4,.,-5
CCOC(=O)CC1COc2ccccc2N1C(=O)c1ccc(C)cc1 (stereo not drawn),1,0.5,i,-9,-2,1,5,2,i,4
CCN1C(=O)[C@@H]2[C@@H](c3ccc(-c4ccc(OC)cc4)c(OC)c3)N3CCC[C@@]3(C(=O)OC)[C@@H]2C1=O,-3,-0.9,i,-5,4,-2,-3,7,i,5
Cc1nnc(N/N=C\c2ccc(-c3ccccc3[N+](=O)[O-])o2)n1N,1,1.6,+,-5,12,3,2,26,i,-11
CCCCc1nc2ccccc2c(NC(=O)CN2CCCC2)c1CCC,6,-1.6,i,-3,-1,-1,1,1,i,-2
# (continued)
SMILES,Rin1 Abl inh,LMPTP inh,Rpn11 block,Scp-1 inhibitor,NadD block,CSN deneddyl inh,STEP inh,SUMO1 PPI mod,Neddyl block,DNMT1 inh
Cc1cccc(N/N=C(\C#N)S(=O)(=O)C(C)(C)C)c1,4,-1.7,i,-3,8,-3,1,2,i,2
Cc1cc(NC(=O)CSc2nnc(-c3cccc(Cl)c3)o2)no1,-4,-0.9,i,-3,-5,-1,-1,-4,i,1
CC(=O)Nc1cccc(-n2nnc(SCC(=O)N(C)c3ccccc3)n2)c1,1,-0.7,i,-3,0,0,0,0,i,2
COCCCN(C(=O)C1CCC1)c1c(N)n(Cc2ccccc2)c(=O)[nH]c1=O,-2,-1.9,i,-6,-6,-5,-2,7,i,6
Cc1cccc(C(=O)Nc2cccc3c2CCCC3)c1,4,0.8,i,-8,-1,1,3,0,i,-1
NC(=O)c1ccc(SCC(=O)OCC(=O)NCC2CCCCC2)c([N+](=O)[O-])c1,2,3.0,i,-3,-5,-5,-3,-34,i,2
O=C(Nc1ccccc1)OCCCc1ccccc1,2,1.6,i,-5,-1,3,-3,4,i,3
CNC(=O)c1sccc1SCc1c(Cl)cccc1Cl,0,-0.1,i,-6,-5,-4,8,4,i,2
N#Cc1ccc(-c2nc3c4ccccc4ccn3c2Cc2ccsc2)cc1,.,1.2,.,.,25,1,.,-11,i,.
CCc1ccc2c(c1)C1(SC(NC(C)=O)=NN1C(C)=O)C(=O)N2CC (stereo not drawn),0,-1.7,i,-3,-3,56*,2,3,i,1
CC1CCc2c(C(=O)NCC3CCCO3)csc2C1 (stereo not drawn),1,-1.0,i,-6,-3,-4,2,-5,i,2
NC(=NC(=O)c1ccccc1)N1CCOCC1,-2,-1.5,i,-3,-1,4,-3,1,i,7
COc1ccc(NC(=O)c2[nH]c(C)c(C(C)=O)c2C)cc1,-3,1.0,i,1,5,2,0,-13,i,0
CC(=O)N1CCC(=NNc2nc3ccccc3[nH]2)CC1,3,5.7,i,-6,0,-12,5,-2,i,14
COc1cc(C)c(NC(=O)COc2cccc3c2OC(C)(C)C3)cc1OC,2,-0.5,i,-3,1,-3,-1,6,i,5
COc1ccc(-c2cc(C(=O)NNC(=O)c3csc(N4CCOCC4)n3)c3ccccc3n2)cc1,-2,2.5,i,-3,7,-1,3,-21,+,0
Cc1nn(C(C)C(=O)O)c2ccccc12 (stereo not drawn),5,-0.9,i,1,10,1,0,4,i,-2
O=C(Nc1ccc([N+](=O)[O-])cc1NC(=O)c1ccccc1)c1ccccc1,-2,-0.2,i,-8,-4,-4,-3,0,i,-3
O=c1/c(=C\c2ccc(O)cc2)sc2nc(-c3ccccc3)c(-c3ccccc3)n12,1,3.4,i,1,24,13,-1,-4,i,-1
CCC(=O)NNc1nc2c(F)cccc2s1,0,-0.4,i,-29,3,-2,0,-1,i,0
COc1ccc(C(=O)NCc2ccco2)cc1S(=O)(=O)NC1CC1,2,-1.8,i,-8,-1,6,0,0,i,5
O=C(COc1ccc(/C=N/NS(=O)(=O)c2ccccc2)cc1)NCCc1ccccc1,1,0.8,i,-2,0,0,0,-2,i,-1
Cn1c(=O)c2c(nc(NCCNC(=O)c3ccco3)n2Cc2ccccc2)n(C)c1=O,1,-1.6,i,-2,-4,1,0,4,i,1
CCC(c1nnnn1CC1CCCO1)N(CCCO)Cc1cc2cccc(C)c2[nH]c1=O (stereo not drawn),-7,-0.1,i,-7,2,2,-2,-8,i,-6
CCOP(=O)(OCC)C(NC(=O)Nc1cccc(Cl)c1)c1ccccc1 (stereo not drawn),3,1.4,i,-6,0,-2,-3,1,i,-13
CCN(CC)C(=O)[C@H]1C[C@H](CC(=O)NCc2cccc(C(F)(F)F)c2)C(=O)N2CCc3c([nH]c4ccc(Cl)cc34)[C@]12C,-1,1.3,i,7,-3,-5,1,-4,i,-21
O=C(CC(=O)c1ccccc1)Nc1ccccn1,-1,-2.5,i,-6,1,-4,-3,1,i,-1
